TDP2 inh: human TDP2 enzyme inhibitors, primary screen, biochemical, epi absorbance, recombinant enzyme. inhibition, % at 12.8 µM. T5PNP hydrolysis, p-nitrophenol absorbance 415 nm. 370,000 tested, 0.34% active;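 active means inhibition above the mean of all tested compounds plus 3 SD, set per campaign, cut at about 25% in these data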;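 further: 0% = DMSO with enzyme and 100% = buffer with substrate but no TDP2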
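Test system: human TDP2 enzyme; Input: 120 nM TDP2 per well; Buffer or medium: Mg2+-containing Tris-HCl buffer, pH 7.5; Reagent: 5 mM T5PNP; Dosing: 12.8 µM single point, 1% DMSO; Incubation: reaction 2 h, 37 °C; Detection: p-Nitrophenol epi absorbance; Read-out: % inhibition relative to enzyme-containing and enzyme-free wells; Replicates: single well per compound.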
LEDGF integ inh: blockers of LEDGF/p75-dependent integrase strand transfer – biochemical, TR-FRET, high throughput, primary screen; HIV-1 integrase (with human LEDGF/p75); TR-FRET IN-LEDGF/p75 DNA integration, Eu/Cy5; inhibition, % at 3.7 µM; 370,000 tested, 0.64% active; AID 743269, 2014;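 active means inhibition above the screen-wide mean plus 3 SD, cut at about 13% in these data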;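 further: signal is the Cy5 over europium emission ratio at 671 and 618 nm; 0% = plate median of compound wells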
PG9 Ab binder: binders of HIV-1 gp120 antibody PG9, primary screen, biochemical, TR-FRET. TR-FRET gp120-PG9 antibody binding. inhibition, % at 6.7 µM. 360,000 tested, 0.43% active. AID 624416, 2012; in the data active means inhibition above about 8.5%
Tn7 DDE FP: inhibitors of Tn7 peptide binding to fibrin DD(E), primary screen, biochemical, fluorescence polarization, human fibrin, Tn7 probe; Fibrinogen beta chain (Homo sapiens), P02675; FP displacement of FITC-Tn7 peptide from fibrin DD(E); 0% = median of compound wells per plate; inhibition, % at 8.3 µM; 370,000 tested, 0.13% active; AID 720508, 2013;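 active means inhibition above the mean of compounds falling within the control limits plus 3 SD of them, cut at about 14% in these data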;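 further: 0% = plate median of compound wells and 100% = 10 µM Aha-Tn7 peptide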
Target sequence (P02675 whole entry, looked up): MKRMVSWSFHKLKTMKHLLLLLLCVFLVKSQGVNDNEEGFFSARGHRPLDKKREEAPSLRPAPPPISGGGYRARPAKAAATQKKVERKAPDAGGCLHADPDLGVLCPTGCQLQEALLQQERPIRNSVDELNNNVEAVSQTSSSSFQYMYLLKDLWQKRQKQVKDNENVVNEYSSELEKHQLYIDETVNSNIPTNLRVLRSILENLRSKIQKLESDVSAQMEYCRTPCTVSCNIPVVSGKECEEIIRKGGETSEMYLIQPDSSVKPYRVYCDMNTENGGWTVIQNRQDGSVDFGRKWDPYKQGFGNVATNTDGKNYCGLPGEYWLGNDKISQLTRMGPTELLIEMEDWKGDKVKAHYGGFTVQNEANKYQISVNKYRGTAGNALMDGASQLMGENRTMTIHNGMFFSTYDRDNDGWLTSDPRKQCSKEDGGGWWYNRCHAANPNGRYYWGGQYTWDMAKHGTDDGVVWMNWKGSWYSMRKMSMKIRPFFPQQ
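Test system – human fibrin DD(E) · Times – 10 min preincubation, 3 h with tracer, room temperature · Detection – fluorescence polarization of the labelled Tn7 tracer · Measure – percent inhibition normalized to high-control wells · Benchmarks – high control wells with 10 µM unlabelled Aha-Tn7 peptide (full inhibition) · Repeats – singlicate testing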
TCR-CD3 inh: inhibitors of human TCR-CD3 interaction, primary screen, biochemical, fluorescence, TAMRA-labeled TCR probe. 360,000 tested, 0.37% active. inhibition, % at 9.4 µM. T-cell receptor (TCR); in the data active means inhibition above about 19%;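 further: recombinant mutant TCR 2C K166C tagged with TAMRA read by polarization; 0% = receptor in buffer alone and 100% = receptor with positive control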
UHRF1 MBD2 ctr: UHRF1 methylated DNA binding inhibitors, primary screen, counter-screen for MBD2 inhibitor project, biochemical, TR-FRET, human UHRF1, single concentration; inhibition, % at 4.4 µM; UHRF1 binding to methylated oligo; 370,000 tested, 0.75% active; E3 ubiquitin-protein ligase UHRF1 (Homo sapiens), Q96T88; in the data active means inhibition above about 21%;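 further: UHRF1 SRA domain binding a hemimethylated CpG hairpin DNA probe; 0% = median of test compound wells and 100% = reference inhibitor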
PRMT1 FP inh: PRMT1 methyltransferase inhibitors, primary screen, biochemical, fluorescence polarization; Protein arginine N-methyltransferase 1 (Homo sapiens), Q99873; recombinant PRMT1, activity-based probe fluorescence polarization; inhibition, % at 2.79 µM; 370,000 tested, 1.3% active; AID 652257, 2013;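 active means inhibition above about 21% made by adding two undisclosed values, limit read from the data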
SIAE inh: human SIAE inhibitors, primary screen, biochemical, fluorescence polarization, FP-Rh probe, 1536-well HTS; 370,000 tested, 0.69% active; inhibition, % at 9.66 µM; SIAE FP-Rh probe binding; Sialate O-acetylesterase (Homo sapiens), Q9HAT2;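 active means inhibition above a cutoff: mean of compounds within the control limits plus 3 SD of those, cut at about 17% in these data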;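 further: 0% = plate median of compound wells and 100% = probe without SIAE protein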
Target sequence (Q9HAT2 whole entry, looked up): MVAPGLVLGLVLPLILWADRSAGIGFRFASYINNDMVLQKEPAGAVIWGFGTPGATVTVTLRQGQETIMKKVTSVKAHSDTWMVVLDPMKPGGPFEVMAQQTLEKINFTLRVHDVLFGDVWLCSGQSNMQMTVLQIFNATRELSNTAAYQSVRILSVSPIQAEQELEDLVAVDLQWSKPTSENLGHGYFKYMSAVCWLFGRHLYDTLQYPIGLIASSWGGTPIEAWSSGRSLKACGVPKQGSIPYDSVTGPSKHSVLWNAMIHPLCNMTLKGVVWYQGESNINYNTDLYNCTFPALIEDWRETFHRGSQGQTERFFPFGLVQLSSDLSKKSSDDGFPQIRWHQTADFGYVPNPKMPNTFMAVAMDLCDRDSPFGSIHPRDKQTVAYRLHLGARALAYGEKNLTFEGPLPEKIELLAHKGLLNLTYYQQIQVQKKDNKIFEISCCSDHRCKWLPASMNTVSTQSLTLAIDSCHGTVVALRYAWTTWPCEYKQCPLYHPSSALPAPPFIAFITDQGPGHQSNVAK
ABHD4 inh: ABHD4 inhibitors, primary screen, biochemical, fluorescence polarization, mouse. inhibition, % at 8.92 µM. purified mABHD4, FP-Rh probe fluorescence polarization. 370,000 tested, 0.54% active;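 active means inhibition exceeding the mean over every tested compound plus 3 SD, cut at about 30% in these data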;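 further: 0% = plate median of compound wells and 100% = S159A mutant with DMSO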
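Test system: mABHD4 protein | Buffer or medium: HEPES pH 7.0 buffer, 150 mM NaCl, 0.01% Pluronic F-127 | Probe or stimulus: FP-Rh fluorescent activity-based probe, added after compound pre-incubation | Timing: Pre-incubation 45 min, probe exposure 60 min, at 25 °C | Technique: Fluorescence polarization, excitation 525 nm, emission 598 nm, BODIPY TMR filters | Repeats: Single well per compound (singlicate)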
HTRA1 inhibitor: HTRA1 serine protease inhibitors, primary screen, biochemical, fluorescence polarization, HTS; AID 504803, 2011; inhibition, % at 5.96 µM; Q92743; 340,000 tested, 0.5% active; recombinant HTRA1, FP-rhodamine activity-based probe; in the data active means inhibition above about 36%;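 further: 0% = enzyme with DMSO and 100% = wells lacking enzyme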
The depositor's hits bear a star; nt = no result given.

SMILES	TDP2 inh	LEDGF integ inh	PG9 Ab binder	Tn7 DDE FP	TCR-CD3 inh	UHRF1 MBD2 ctr	PRMT1 FP inh	SIAE inh	ABHD4 inh	HTRA1 inhibitor
Nc1ccc(C23CC4CC(CC(CO)(C4)C2)C3)cc1	13	0	-0.4	0	6	-4	-1	-3	2	-8
O=C(Nc1ccc(NC(=O)C23CC4CC(CC(C4)C2)C3)cn1)c1ccco1	3	4	0.9	-11	7	-1	0	-2	1	2
CC1(C(=O)NCc2ccccc2)CN(S(C)(=O)=O)CC(=O)N1CCc1ccc(O)cc1 (centres undefined)	3	-2	-1.2	-2	-2	2	2	3	8	nt
COc1ccc(-c2csc(N3CCC(c4ccccc4)C3)n2)cc1 (centres undefined)	13	3	-0.6	1	6	-1	-2	6	2	0
O=C(C1CCCN(S(=O)(=O)c2cccnc2)C1)N1CCn2c1nc1ccccc12 (centres undefined)	8	-2	0.2	4	5	0	-1	4	4	7
Cc1ccc(N(CC(=O)NC2CCCC2)C(=O)CNC(=O)c2cccs2)c(C)c1	-2	0	-1.8	-4	1	-2	-1	-4	-1	-2
O=S(=O)(c1cccc2cccc(Cl)c12)N1CCCC1	2	-2	1.3	4	-3	0	3	-5	-1	-1
O=C(Nc1ccc(S(=O)(=O)Nc2nccs2)cc1)c1nn(-c2ccccc2)ccc1=O	3	4	-1.4	-3	20*	1	4	0	5	7
Cc1cccc2cc(COC(=O)C3CCCO3)c(=O)[nH]c12 (centres undefined)	21	4	-0.1	-7	-2	15	3	8	3	-1
O=C(COC(=O)/C=C/c1ccc(Cl)cc1)Nc1cccc(S(=O)(=O)NC2=NCCCCC2)c1	2	-4	-0.3	4	4	1	-1	-15	-1	-32
COc1ccc(CNC(=O)c2ccc3ccccc3n2)cc1	4	1	-0.2	-3	-2	0	-1	4	-3	-13
CC(=O)Nc1cc(-c2ccc(F)cc2)[nH]n1	-7	2	1.8	-5	0	1	2	4	2	4
CN1C(N)=NC(=O)/C1=C/c1ccc(F)cc1	-3	5	-4.4	1	-4	-2	-4	8	6	nt
COc1ccc(NC(=O)CN(c2cc(C)cc(C)c2)S(=O)(=O)c2c(C)n[nH]c2C)cc1	-9	1	0.1	-1	1	2	2	-3	-5	-15
CCCN(C(=O)c1cccc(S(=O)(=O)N2CCN(Cc3ccccc3)CC2)c1)C1CCS(=O)(=O)C1 (centres undefined)	10	-2	0.1	6	8	-1	1	4	-2	0
Cc1ccc(NC(=O)C2CC3CCC2C3)c(C)c1 (centres undefined)	6	-3	nt	3	nt	0	4	1	-7	nt
COc1ccc(-c2[nH]ncc2CNC(C)CCn2cccn2)cc1F (centres undefined)	-3	4	0.1	-2	6	-2	-6	13	3	3
O=C(NCCC1=CCCCC1)c1ccc(CN2CCOCC2)cc1	-2	0	-0.2	0	2	-2	-2	6	9	-6
Cc1ccc(S(=O)(=O)N(C)C)cc1NC(=O)COC(=O)C1=COCCO1	-9	-1	-1.4	-7	-1	2	6	3	7	2
CCN(CC)c1nc(-c2ccccc2)cc(C(F)(F)F)c1C#N	-5	1	1.6	-2	-9	3	-1	1	-7	3
Cc1cccc(N2CCN(C(=O)CCn3c(=O)[nH]c4ccsc4c3=O)CC2C)c1 (centres undefined)	1	0	-0.5	-6	-4	1	-1	-1	-3	4
CN1CCN(NC(=S)NC2CCCC2)CC1	6	3	1.8	-1	-8	-2	-3	5	-1	-2
C/C(=N\NC(=O)Cn1nc(C)c([N+](=O)[O-])c1C)c1ccc(Cl)s1	-3	1	0.3	4	3	4	0	-2	2	4
N#Cc1ccc(/C=N/N=C(N)N)cc1	4	0	0.2	-4	0	-3	-2	-1	1	1
Cc1ccc(C)c(OCCC(=O)Nc2cccc(S(=O)(=O)N3CCCCC3)c2)c1	-6	7	-0.8	-4	-1	-1	-3	-18	-25	-45
CCOC(=O)c1ccc(NC(=O)Nc2ccc3c4c(cccc24)C(=O)N3CC)cc1	1	3	-2.5	-4	-3	1	0	2	0	8
COC(=O)c1ccc(C2c3[nH]c4ccccc4c3C[C@H]3C(=O)N(C4CCN(Cc5ccccc5)CC4)CC(=O)N23)cc1 (some centres undefined)	-6	-4	1.3	2	-4	0	1	1	-4	-21
CC(/C=N/n1c(-c2ccco2)n[nH]c1=S)=C\c1ccco1	12	9	0.2	-1	4	-2	11	13	8	-1
CCCc1nc2sc3c(c2c(=O)n1NC(=O)CCC(=O)OC)CCCC3	-12	1	0.0	-6	-6	4	-2	0	-4	1
COC(=O)c1cc(S(=O)(=O)NCC2CCN(CCc3ccc(OC)cc3)CC2)cn1C	16	1	-3.5	-5	4	1	1	-2	3	5
Cc1cc(C)c(O)c(-c2cc(C(=O)NCc3ccccc3)[nH]n2)c1	-17	-1	-1.6	6	2	-2	-2	-18	-28	-25
Cc1ccc(CN2CCN(/N=C/c3ccc(C)s3)CC2)cc1	1	0	0.5	11	3	-7	-3	6	4	5
CC1CCCCN1C(=O)c1ccc(C(=O)N2CCCCC2C)cc1 (centres undefined)	11	4	3.4	4	-6	15	3	-1	7	-1
Cc1cc(NC(=O)CCN2CCN(Cc3ccccc3)CC2)ccc1Br	4	1	-0.6	-6	4	2	1	0	-1	4
COC(=O)Cn1ncc(N(C)Cc2ccccc2)c(Cl)c1=O	1	2	-0.3	6	3	-2	-2	2	-3	-6
COC(=O)/C=C1\SC(=NC(=O)c2ccc(C)cc2)NC1=O	4	-11	0.9	-3	2	1	4	-6	7	0
COC(=O)CCC(=O)OC1(C)C(=O)C2=CN(Cc3ccc(OC)cc3)C(c3ccc(OC)cc3)=CC2=C(Br)C1=O (centres undefined)	10	0	-2.5	4	-9	-12	2	-1	15	21
COc1ccccc1NC(=S)NC(NC(C)=O)C(Cl)(Cl)Cl (centres undefined)	-6	1	-2.5	5	6	0	0	2	-1	-4
Cc1nn(CCCNC(=O)C2CCCO2)cc1Br (centres undefined)	21	-2	-3.5	0	7	-1	1	9	1	-3
COc1ccc(CC(=O)Nc2nnc(C(C)C)s2)cc1OC	2	2	-0.1	-3	-3	-2	-1	1	-2	0
CC(O)(c1ccc(F)c(F)c1)c1nc(-c2cccc(C(F)(F)F)c2)cs1 (centres undefined)	0	0	-0.3	-5	-3	-1	-2	-17	-36	nt
CC(C)=CCC/C(C)=C/CN1C(=O)N(c2ccc(F)cc2)[C@H]2C[C@@H](c3ccccc3)[C@@H](C)[C@@H](C(=O)N3CCOCC3)C[C@H]21	1	-2	-0.8	-3	-4	-3	1	-2	-2	nt
COc1ccc(NC(=O)Nc2ccc3c(c2)C(=O)N([C@H](C)CO)C[C@H](C)[C@@H](CN(C)S(=O)(=O)c2ccccc2)O3)cc1	4	-3	-0.7	0	2	-1	3	12	-2	-3
COC(=O)c1c(NC(=O)CN2CCN(c3ccccc3Cl)CC2)sc(C)c1C	-13	0	-1.0	-1	-4	8	4	-3	3	3

Profiles, quoted from the list. Screens in order: TDP2 inh	LEDGF integ inh	PG9 Ab binder	Tn7 DDE FP	TCR-CD3 inh	UHRF1 MBD2 ctr	PRMT1 FP inh	SIAE inh	ABHD4 inh	HTRA1 inhibitor
Cc1ccc(NC(=O)C2CC3CCC2C3)c(C)c1 (centres undefined) in the list: 6	-3	nt	3	nt	0	4	1	-7	nt
COc1ccc(CC(=O)Nc2nnc(C(C)C)s2)cc1OC in the list: 2	2	-0.1	-3	-3	-2	-1	1	-2	0

Among those listed so far, eleven contain four or more nitrogen atoms:
SMILES	TDP2 inh	LEDGF integ inh	PG9 Ab binder	Tn7 DDE FP	TCR-CD3 inh	UHRF1 MBD2 ctr	PRMT1 FP inh	SIAE inh	ABHD4 inh	HTRA1 inhibitor
O=C(C1CCCN(S(=O)(=O)c2cccnc2)C1)N1CCn2c1nc1ccccc12 (centres undefined)	8	-2	0.2	4	5	0	-1	4	4	7
O=C(Nc1ccc(S(=O)(=O)Nc2nccs2)cc1)c1nn(-c2ccccc2)ccc1=O	3	4	-1.4	-3	20*	1	4	0	5	7
COc1ccc(NC(=O)CN(c2cc(C)cc(C)c2)S(=O)(=O)c2c(C)n[nH]c2C)cc1	-9	1	0.1	-1	1	2	2	-3	-5	-15
COc1ccc(-c2[nH]ncc2CNC(C)CCn2cccn2)cc1F (centres undefined)	-3	4	0.1	-2	6	-2	-6	13	3	3
Cc1cccc(N2CCN(C(=O)CCn3c(=O)[nH]c4ccsc4c3=O)CC2C)c1 (centres undefined)	1	0	-0.5	-6	-4	1	-1	-1	-3	4
CN1CCN(NC(=S)NC2CCCC2)CC1	6	3	1.8	-1	-8	-2	-3	5	-1	-2
C/C(=N\NC(=O)Cn1nc(C)c([N+](=O)[O-])c1C)c1ccc(Cl)s1	-3	1	0.3	4	3	4	0	-2	2	4
N#Cc1ccc(/C=N/N=C(N)N)cc1	4	0	0.2	-4	0	-3	-2	-1	1	1
COC(=O)c1ccc(C2c3[nH]c4ccccc4c3C[C@H]3C(=O)N(C4CCN(Cc5ccccc5)CC4)CC(=O)N23)cc1 (some centres undefined)	-6	-4	1.3	2	-4	0	1	1	-4	-21
CC(/C=N/n1c(-c2ccco2)n[nH]c1=S)=C\c1ccco1	12	9	0.2	-1	4	-2	11	13	8	-1
COc1ccc(NC(=O)Nc2ccc3c(c2)C(=O)N([C@H](C)CO)C[C@H](C)[C@@H](CN(C)S(=O)(=O)c2ccccc2)O3)cc1	4	-3	-0.7	0	2	-1	3	12	-2	-3
